Compound activity as filed in PubChem.
LGR2 inh: blocks bursicon-induced cAMP signaling via Drosophila LGR2; HEK293 LGR2, CRE-luciferase, bursicon-stimulated, 4 h; 380,000 compounds, 0.35% hits; inhibition, % at 9.99 µM;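 active = drop in luminescence signal, shown as inhibition above about 50% in the replicate tests, limit read from the data, passing the limit was not always enough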;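 note: agonist challenge used bursicon conditioned medium at about half maximal strength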
PGC1a acetyl inh: PGC1a acetylation modulation, inhibitor mode | U2OS PGC1a acetylation, AlphaScreen anti-acetyl-lysine; with virally co-expressed GCN5 acetyltransferase | inhibition, % at 15.6 µM | 350,000 compounds, 0.17% hits | AID 651687;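 active = every replicate shows inhibition of at least 40%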;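 note: 0% = neutral control wells and 100% = positive control wells; some results beyond the cut were filed as inactive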
PglD inh: blocks C. jejuni PglD acetyltransferase activity. 360,000 compounds, 0.098% hits. purified PglD enzyme, DTNB colorimetric CoA detection. AID 602405. inhibition, % at 12.5 µM; in the data active = inhibition above about 16%, passing the limit was not always enough; note: strong numbers were not always called active
S100A4 inh HTS: inhibitors of human S100A4 binding to myosin IIA peptide; P26447; S100A4/TAMRA-MyoIIA peptide fluorescence polarization; inhibition, % at 10.7 µM; 360,000 compounds, 0.14% hits;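 active = mean inhibition of at least 70% across replicates, with every replicate also reaching that level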
Target sequence (P26447 whole entry, looked up): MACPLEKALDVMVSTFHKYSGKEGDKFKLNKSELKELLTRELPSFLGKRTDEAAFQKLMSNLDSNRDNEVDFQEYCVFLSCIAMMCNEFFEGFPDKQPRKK
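incubation = readout 5 min after mixing, signal stable up to 60 min | system = S100A4 monomer protein | buffer or medium = HEPES pH 7.2 with CaCl2, KCl, NaCl, DTT, Triton | benchmarks = neutral control DMSO, positive control TFP | also added = fluorescent myosin IIA peptide, 5 nM | compound dosing = one concentration per compound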
ERAP1 inh: ERAP1 (human) enzyme inhibition; 340,000 compounds, 0.15% hits; recombinant ERAP1, Leu-AMC fluorescence, 60 min; inhibition, % at 10.7 µM; Q9NZ08;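 active = mean replicate inhibition of at least 30%, or all replicates individually reaching that 30% level; inactive = mean below 30% and not every replicate reaching it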;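 note: 0% = neutral control wells and 100% = L-leucinethiol positive control wells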
Target sequence (Q9NZ08 whole entry, looked up): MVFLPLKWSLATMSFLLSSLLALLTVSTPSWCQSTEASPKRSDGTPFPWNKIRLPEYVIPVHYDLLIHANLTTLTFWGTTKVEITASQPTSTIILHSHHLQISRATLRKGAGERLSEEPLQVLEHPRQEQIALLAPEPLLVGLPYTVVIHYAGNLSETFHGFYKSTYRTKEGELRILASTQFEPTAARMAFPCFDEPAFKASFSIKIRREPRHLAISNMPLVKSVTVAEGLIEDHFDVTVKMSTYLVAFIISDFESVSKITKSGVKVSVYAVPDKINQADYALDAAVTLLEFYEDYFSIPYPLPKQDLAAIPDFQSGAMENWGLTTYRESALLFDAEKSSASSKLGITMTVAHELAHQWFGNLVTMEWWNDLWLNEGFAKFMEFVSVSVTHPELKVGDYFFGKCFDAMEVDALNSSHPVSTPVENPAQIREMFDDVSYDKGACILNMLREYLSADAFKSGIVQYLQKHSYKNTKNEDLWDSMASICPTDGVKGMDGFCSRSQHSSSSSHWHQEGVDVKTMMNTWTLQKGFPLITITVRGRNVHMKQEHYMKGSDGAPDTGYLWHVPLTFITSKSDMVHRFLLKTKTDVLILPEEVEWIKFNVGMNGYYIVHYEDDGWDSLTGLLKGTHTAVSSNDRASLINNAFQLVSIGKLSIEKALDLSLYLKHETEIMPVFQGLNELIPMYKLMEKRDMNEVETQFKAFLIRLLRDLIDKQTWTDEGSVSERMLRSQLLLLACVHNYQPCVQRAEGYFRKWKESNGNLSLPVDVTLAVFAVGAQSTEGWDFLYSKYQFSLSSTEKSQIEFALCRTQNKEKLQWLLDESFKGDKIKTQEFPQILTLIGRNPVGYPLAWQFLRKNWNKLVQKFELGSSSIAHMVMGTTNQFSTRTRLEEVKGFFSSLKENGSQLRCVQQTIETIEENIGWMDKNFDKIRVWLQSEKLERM
EWS-Fli inh: blocks EWS/Fli oncoprotein-driven transcription | A673 NR0B1-luciferase reporter, viability-normalised | inhibition, % at 12.6 µM | 350,000 compounds, 0.67% hits | AID 651661;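 active = mean inhibition of at least 50% after viability correction, with every replicate also passing that limit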;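 note: firefly luciferase signal divided by Alamar Blue viability fluorescence both relative to DMSO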
FN deposition inh: fibronectin deposition inhibition; 350,000 compounds, 0.086% hits; AH1F fibroblasts, Alexa488-fibronectin deposition fluorescence, overnight; AID 743247; inhibition, % at 12.6 µM;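 active = mean inhibition across replicates of 30% or more, regardless of how many single replicates reach that level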;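 note: positive control wells lacked labelled fibronectin entirely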
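Material: AH1F fibroblasts assembling fluorescent fibronectin matrix; amount: 10000 AH1F cells/well; medium: DMEM, 2% serum; reagent: Alexa488-fibronectin, 24 nM final in well; dosing: single compound dose, delivered by pin transfer; incubation: 1 h adhesion, overnight exposure; detection: fluorescence after three HBSS washes, excitation 485 nm, emission 525 nm; measure: fibronectin deposition inhibition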
PAX8 reporter: PAX8 transcriptional activity inhibition. inhibition, % at 12.6 µM. AID 652154. RMG-I TPO-luciferase reporter, SteadyGlo, 24 h. 360,000 compounds, 1.2% hits;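 active = mean replicate inhibition at least 60% with every replicate also reaching 60%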;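 note: luciferase light reporting Pax8 driven TPO promoter activity; plate controls were median of neutral control wells for no effect and mitoxantrone controls for full effect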
Numbers without * were called inactive; x = not tested or not shown; & = joins results of further samples.

SMILES	LGR2 inh	PGC1a acetyl inh	PglD inh	S100A4 inh HTS	ERAP1 inh	EWS-Fli inh	FN deposition inh	PAX8 reporter
CCN(CC)S(=O)(=O)c1ccc(N2CCOCC2)c(NC(=O)COc2ccccc2C)c1	5	2	1	-1	4	18	x	31
O=C(O)c1ccc(Cl)c(S(=O)(=O)Nc2ccc3cn[nH]c3c2)c1	-8	x	x	1	-10	13	3	26
C[C@@H]1CN([C@H](C)CO)C(=O)c2cc(C#Cc3cccc(F)c3)cnc2O[C@@H]1CN(C)C(=O)C1CCCCC1	4	-5	-1	4	-3	4	x	x
O=C(NCCSSCCNC(=O)c1ccccc1)c1ccccc1	0	-4	x	6	-1	10	-3	-10
CC(=O)NC(CC(=O)Nc1nc(-c2ccc(N(C)S(C)(=O)=O)cc2)cs1)c1ccccc1 (centres undefined)	-6	x	6	-5	0	14	-11	20
CSc1ccc(/C=N\NC(=O)CC(=O)NC(C)C)cc1	16	x	x	10	1	-10	2	16
Cc1ccc2c(c1)N(C(=O)CCC(=O)NCCCN1CCOCC1)CCO2	13	-14	-5	2	3	-1	1	x
CC(=O)n1cc([C@H]2C=C(C(=O)N3CCN(Cc4ccccc4)CC3)O[C@@H](OCCCCO)C2)c2ccccc21	x	-1&-10	4	0	4	-1	x	-6
O=S(=O)(c1ccc(=S)[nH]c1)N1CCCC1	6	3	3	-5	-1	8	2	5
Cc1cccc(Cn2c(SCCN3CCCCC3)nc3c2c(=O)[nH]c(=O)n3C)c1	x	x	-1	-7	0	0	2	-17
Cc1cc(=O)oc2c(C)c(OCC(=O)N3CCN(c4ccc(F)cc4)CC3)ccc12	-23	3	3	-1	-3	-6	-1	13
COc1ccc(NC(=O)c2c(C)noc2C)cc1S(=O)(=O)N1CCCCC1	-4	-5	1	-2	0	-1	-9	-1
C/C=C/c1cnc2c(c1)C(=O)N([C@H](C)CO)C[C@H](C)[C@@H](CN(C)S(=O)(=O)c1ccccc1F)O2	3	-14	3	-8	-4	1	x	-9
CC(/C=N/O)Cc1ccc2c(c1)OCO2 (centres undefined)	x	1	0	x	x	x	3	2
C=CC[C@@H]1Cc2c(Br)ccc(Br)c2[C@@H](CC=C)N1	16	-3	-1	x	x	x	-1	0
CCOC(=O)C1(Cc2ccccc2)CCN(Cc2ccc(C)s2)CC1	13	-20	x	4	2	14	-16	2
O=C(C1CCCC1)N1CC2(C1)[C@@H](c1ccccc1)[C@@H](CO)N2C(=O)c1cccnc1	-27	x	x	4	2	-7	2	x
OCCCNc1ncnc2scc(-c3ccc(Cl)cc3)c12	19	1	1	-1	2	-15	8	-3
O=c1ccc(S(=O)(=O)N2CCCC2)cn1Cc1nc(-c2ccc(F)cc2)no1	14	3	0	-4	4	8	0	x
Cc1ccc(S(=O)(=O)N2CC[C@@H]3[C@H](CO)Nc4ccc(C#Cc5cccc(F)c5)cc4[C@@H]32)cc1	1	-20	-3	8	-1	1	-6	10
CO[C@H]1CN(C)C(=O)c2cccc(C#N)c2OC[C@@H]2O[C@@H](CC[C@H]2OC)CCN(C)C(=O)[C@@H]1C	-4	-1	1	8	-1	-8	0	11
Cc1ncc([N+](=O)[O-])n1CCOC(=O)NC(NCc1ccccc1Cl)C(Cl)(Cl)Cl (centres undefined)	37	x	-4	x	x	x	9	1
CCn1c(SCc2nc3sc(C(=O)O)c(C)c3c(=O)[nH]2)nnc1-c1ccc(Cl)cc1	6	4	x	-3	-36	1	5	-14
CCOCCCNC(=O)CCn1ccc2cc(S(=O)(=O)N3CCCC3)ccc21	-1	x	-11	-4	3	-7	-3	-14
Cc1ccc(-c2nc(CS(=O)CC(=O)NCCCN3CCN(Cc4ccccc4)CC3)c(C)o2)cc1 (centres undefined)	2	8	5	14	-6	13	6	32
CCCC(O)(c1ccccc1)C(CN1CCOCC1)c1ccccc1 (centres undefined)	7	3	5	12	-6	13	-4	-24
CC(=O)N(C)C[C@@H]1Oc2cc(C#CC3CC3)ccc2S(=O)(=O)N([C@@H](C)CO)C[C@H]1C	2	3	x	x	x	-21	4	x
C/C=C(\C)C(=O)NNC(=O)c1sc(-c2ccccc2)nc1C	2	7	1	-4	x	-5	3	-10
Cc1cccc(CN2CCC(n3nccc3NC(=O)c3ccccc3C)CC2)n1	4	1	1	-1	-3	3	-3	-1
O=C(NCCCN1CCOCC1)c1c(F)c(F)c(F)c(F)c1F	-7	x	5	-3	-2	x	4	-5
CCN(C(=O)c1cc2c(s1)-c1ccccc1S(=O)(=O)C2)c1cc(OC)ccc1OC	-23	-30	3	-9	7	11	3	11
NS(=O)(=O)c1ccc(CNc2ccc3ccccc3n2)cc1	-40	x	2	-3	-5	-50	1	-111
C[C@@H]1CN([C@@H](C)CO)C(=O)Cc2cc(NC(=O)CCC(F)(F)F)ccc2O[C@H]1CN(C)C(=O)Nc1ccccc1	-2	2	0	13	-2	-3	x	-2
NC(N)=NC(N)=NCCc1ccccc1	-20	20	-6&2	10&-8	-1	3	-4	14
Cc1oc(-c2cccc(Cl)c2)nc1CN1CCCC(C(=O)NC(C)c2ccc3c(c2)OCCO3)C1 (centres undefined)	-1	9	-1	0	-1	8	12	39
O=C1[C@@H]2Cc3c([nH]c4ccccc34)CN2C(=O)CN1CCCCCO	-8	-1	-10	0	-2	6	-3	5
C[C@@H]1CN([C@@H](C)CO)C(=O)c2ccccc2-c2ccccc2CO[C@H]1CN(C)C(=O)Nc1ccc2c(c1)OCO2	6	-6	0	-10	0	-14	-7	0
C[C@H]1CN([C@@H](C)CO)C(=O)c2cc(NC(=O)C3CC3)ccc2O[C@H]1CN(C)S(=O)(=O)c1ccccc1	16	-6	-1	5	0	4	0	12
O=C(NCC(=O)N1CCN(Cc2ccccc2)CC1)c1ccc(Br)cc1	-1	-1	1	-1	-4	x	x	12
CCCNC(=O)C[C@@H]1CC[C@@H]2[C@H](COc3ccc(NC(=O)c4ccc(Cl)cc4)cc3C(=O)N2C)O1	3	18	x	x	x	1	6	0
COc1ccc(NC(=O)CC(CC(=O)O)c2cc(OC)c(OC)c(OC)c2)cc1 (centres undefined)	1	0	-2	-3	x	0	-1	-3
C/C(=N\NC(=O)c1ccc(COc2ccccc2)cc1)c1ccncc1	2	x	x	2	-4	-5	x	-5
COCCCn1cc(C(=O)c2cc(OC)ccc2OCC(=O)N2CCCCC2C)cc(C#N)c1=O (centres undefined)	7	2	x	-2	0	3	4	17
CCc1nn(CCCC(=O)NCc2ccc(C)cc2)c(=O)c2cc3occc3n12	-4	1	3	2	5	2	9	-12
CSc1ncccc1C(=O)NC1CCCc2c1cnn2-c1ccc(C)c(C)c1 (centres undefined)	12	2	-1	-15	3	1	-8	11
CN(CC(=O)Nc1ccc(F)cc1)C(=O)c1ccccc1Sc1ccccc1C#N	-1	x	-2	0	-5	3	12	-18
S=C(NCC(c1ccco1)N1CCCC1)Nc1ccccc1 (centres undefined)	8	-19	x	-1	-3	-20	4	-33
Cc1ccc(N2CCN(C(=O)c3ccccc3F)CC2)c(C)c1	x	12	2	1	-1	-11	6	11
COc1ccc2nc(NC(=O)c3c(C)noc3C)sc2c1	-39	-9	-2	-11	-2	-74	1	-134
COc1ccc(C(CNC(=O)C(C)(C)Oc2ccc(Cl)cc2)N2CCOCC2)cc1 (centres undefined)	-7	-4	-5	-9	-1	3	-1	5
O=C(NCC(=O)N1CCCC1)c1cccs1	-2	x	x	-2	0	-20	x	x
Cc1cc(C)nc(-n2nc(C)c3c(C(F)(F)F)cc(=O)[nH]c32)n1	-11	3	-1	-1	7	x	-10	4
CSc1nc(O)c(C(c2ccccc2)c2c(O)nc(SC)[nH]c2=O)c(=O)[nH]1	3	14	1	1	-2	7	5	4
Cc1c([N+](=O)[O-])c(C/C=N/O)nn1C	x	-8	-1	0	x	-6	-6	4
CC(=O)Nc1ccc(NC(=O)C(C)OC(=O)CCCOc2ccc(Cl)c(C)c2)cc1 (centres undefined)	3	5	-4	-4	-1	0	x	8
O=C(CCCCCBr)N1CCC(CC2CC(c3ccc(Cl)cc3)=NO2)(C(=O)NCC2CCCCC2)CC1 (centres undefined)	11	-3	1	1	3	14	13	20
CCOc1ccccc1N1CCN(C(=O)CCCc2nc3ccccc3s2)CC1	-11	x	x	2	0	0	3	9
C[C@@H]1CN([C@@H](C)CO)C(=O)c2cc(NC(=O)Nc3ccc4c(c3)OCO4)ccc2O[C@@H](C)CCCCO[C@@H]1CN(C)Cc1ccccc1	-5	1	2	17	-1	3	-9	0
COc1ccc(CNS(=O)(=O)c2ccc(F)cc2Br)cc1	2	-11	-2	2	-1	-2	2	-1
CCn1nc(C)c(CNCc2cn[nH]c2-c2cc3ccccc3o2)c1C	9	2	-5	-7	-3	6	-9	-2

Other compounds follow:
SMILES	LGR2 inh	PGC1a acetyl inh	PglD inh	S100A4 inh HTS	ERAP1 inh	EWS-Fli inh	FN deposition inh	PAX8 reporter
C=CCn1c(O)c(N=Nc2ccccc2)c2ccccc21	-2	-2	1	3	0	55*	-1	-17
CN(C)CC(=O)N1[C@@H]2c3ccc(-c4ccc(F)cc4)c(=O)n3C[C@@H]2[C@@H](CO)[C@@H]1C(=O)NC1CCC1	-5	x	5	-1	4	-6	x	x
O=C(C[C@H]1CC[C@@H]2[C@H](COC[C@H](O)CN2C(=O)c2ccccc2F)O1)NCc1ccccc1	3	5	1	-2	0	4	-5	-12
O=C(NC[C@@H]1CC[C@@H]2[C@@H](CN2Cc2cccc(Cl)c2)O1)C1CCOCC1	x	1	x	15	-1	49	x	-31
COc1ccc(C(=O)NCC(=O)N/N=C(\C)Cc2ccccc2)cc1	6	x	-1	-1	1	-3	6	-4
Cc1ccc2c(C(=O)N3CCN(c4ccccc4)CC3)cc(-c3cccnc3)nc2c1C	-7	-3	x	1	-4	23	9	6
O=S(=O)(c1cccc(S(=O)(=O)N2CCOCC2)c1)N1CCCCCC1	26	x	-5	2	0	11	3	4
Cc1ccc(CNC(=O)Nc2ccc(F)cc2F)n1C	-14	20	4	-3	0	-5	4	5
CC1CCN(c2ccc3c(c2)S(=O)(=O)c2cccc(C(=O)NCc4ccc(F)cc4)c2C3=O)CC1	-39	x	2	12	1	-17	-23	-4
Cc1csc(NC(=O)CCc2c(C)nc3cc(-c4ccc(Cl)cc4)nn3c2C)n1	-74	1	4	0	-5	56*	-1	11
COc1ccccc1NC(=O)c1c(C)nn(-c2ccccc2)c1Cl	5	x	-2	1	-2	-8	-3	-3
O=C(NCC1CCCO1)c1cc(C(=O)C2CCCCC2)c[nH]1 (centres undefined)	15	-2	2	0	4	-15	3	-8
NC(=O)c1ccc(NC(=O)CN2C(=O)NC3(CCCCCCC3)C2=O)cc1	14	3	11	1	-4	-20	5	7
CNCCC=C1c2ccccc2CCc2ccccc21	x	-35	3	-5&-6	1	6	-5&1	11

A different layout for part of the listing above.
S=C(NCC(c1ccco1)N1CCCC1)Nc1ccccc1 (centres undefined)
  LGR2 inh: 8 | PGC1a acetyl inh: -19 | PglD inh: x | S100A4 inh HTS: -1 | ERAP1 inh: -3 | EWS-Fli inh: -20 | FN deposition inh: 4 | PAX8 reporter: -33
Cc1ccc(N2CCN(C(=O)c3ccccc3F)CC2)c(C)c1
  LGR2 inh: x | PGC1a acetyl inh: 12 | PglD inh: 2 | S100A4 inh HTS: 1 | ERAP1 inh: -1 | EWS-Fli inh: -11 | FN deposition inh: 6 | PAX8 reporter: 11
COc1ccc2nc(NC(=O)c3c(C)noc3C)sc2c1
  LGR2 inh: -39 | PGC1a acetyl inh: -9 | PglD inh: -2 | S100A4 inh HTS: -11 | ERAP1 inh: -2 | EWS-Fli inh: -74 | FN deposition inh: 1 | PAX8 reporter: -134
